Growth percent in the NCI-60 one-dose screen (48 h, 10 µM unless noted): 100 = growth as untreated, 0 = no growth, -100 = all killed.
HCT-116 = HCT-116 colon cancer | AID 1794798 | 82,000 tested, 7.3% active
NCI-H322M = NCI-H322M lung cancer; 80,000 tested, 2.7% active; AID 1794733
NCI-H226 = NCI-H226 lung cancer; 79,000 tested, 3.5% active; AID 1794732
NCI-H460 = NCI-H460 lung cancer; 82,000 tested, 6.8% active; AID 1794736
HCT-15 = HCT-15 colon cancer; 82,000 tested, 5.2% active; AID 1794746
COLO 205 = COLO 205 colon cancer. 79,000 tested, 7.3% active. AID 1794742
NCI-H522 = NCI-H522 lung cancer; 78,000 tested, 8% active; AID 1794739
NCI-H23 = NCI-H23 lung cancer; 80,000 tested, 4% active; AID 1794731
NCI/ADR-RES = NCI/ADR-RES ovarian cells; 81,000 tested, 4.4% active; AID 1794790
An asterisk follows results filed as active; . = not tested or not shown; & = joins results of further samples. The calls were made as follows: active = growth percent below 10; inactive = the rest.

SMILES	HCT-116	NCI-H322M	NCI-H226	NCI-H460	HCT-15	COLO 205	NCI-H522	NCI-H23	NCI/ADR-RES
Cc1c(C(=O)O)nnn1C1CC2CCC1C2 (configuration not stated)	89	104	97	101	101	112	84	98	103
Cc1cccc(C(O)(C(=O)O)c2ccccc2)c1 (configuration not stated)	108	.	110	108	106	115	102	109	109
CCN(CC)C(=O)C(N)Cc1ccc(OC)c(N(CCCl)CCCl)c1 (configuration not stated)	114	100	106	79	92	99	.	110	111
O=C1CN=C(c2ccc[nH]2)c2cc(Cl)ccc2N1	63	87	98	57	79	112	80	57	108
O=C1C=CC(=O)c2c(O)cccc21	74	104	90	104	97	87	46	87	100
CC[C@@H](C)C(=O)O[C@H]1[C@H](O)[C@H]2[C@@H](CN3C[C@@H](C)CC[C@H]3[C@@]2(C)O)[C@@H]2C[C@]34O[C@]5(O)[C@@H](OC(=O)[C@@](C)(O)CC)CC[C@@]3(C)[C@@H]5[C@@H](OC(C)=O)[C@@H](OC(C)=O)[C@H]4[C@@]21O	98	106	81	111	109	92	100	99	104
CC(=O)C1(c2ccccc2)CCNCC1	96	115	99	113	101	115	111	104	100
CCn1cc([N+](=O)[O-])cc1[N+](=O)[O-]	103	87	102	109	96	128	91	105	109
ClCCN(CCCl)c1ccc(CCNc2ccnc3cc(Cl)ccc23)cc1	52	96	67	83	89	86	66	57	91
CN(C)[C@@H]1C(=O)C(C(N)=O)=C(O)[C@@]2(O)C(=O)C3=C(O)c4c(O)cccc4[C@@](C)(O)[C@H]3[C@H](O)[C@@H]12	87	102	94	94	92	84	89	100	102
CC1CCN(C(Cc2ccccc2)c2ccccc2)CC1 (configuration not stated)	48	92	100	108	100	74	47	102	98
c1cc(OCCN2CC2)ccn1	103	101	108	110	103	111	98	108	105
CC1CC=CCC12C(=O)NC(=S)NC2=O (configuration not stated)	108	118	102	106	103	122	101	113	113
O=C(O)C1CC2CC1C1C2C2(Cl)C(Cl)=C(Cl)C1(Cl)C2(Cl)Cl (configuration not stated)	81&85	89&94	88&112	97&100	85&101	99&96	82&72	94&91	92&100
C[N+]1(CC#CC[N+]2(C)CCCC2)CCCC1	98	100	91	106	103	103	100	111	102
OCC(O)[C@H]1O[C@@H]2O[C@H](C(Cl)(Cl)Cl)O[C@@H]2[C@H]1O (some centres not stated)	102	100	109	111	113	99	88	101	107
COc1ccc(OC)c(C(O)C(C)N)c1 (configuration not stated)	95	96	105	108	101	105	97	96	97
CCCCCCCN(CCCl)C1c2ccccc2-c2ccccc21	57	104	82	75	76	91	65	51	68
Nc1ccccc1C(=O)c1ccccc1	106	102	96	110	102	114	93	103	105
C[C@]12CCc3nc(-c4cccc(O)c4)sc3C1=CC[C@@H]1[C@@H]2CC[C@]2(C)C(=O)CC[C@@H]12	94	98	99	100	95	109	100	93	94
O=C(NCCN1CC1)c1cccc2nc3c(C(=O)NCCN4CC4)cccc3nc12	88	109	92	72	94	88	83	94	98
CN(C)P(CCP(C)C)N(C)C	102	105	94	103	103	106	90	106	114
CC(=O)C(CN1CCCCC1)C(c1ccccc1)c1c(O)c2ccccc2oc1=O (configuration not stated)	102	99	99	105	105	118	97	93	94
C[C@H]1CC[C@@]2(C)[C@@H](CC[C@@H]3[C@@H]2CC[C@]2(C)[C@@H](O)CC[C@@H]32)C1	73	87	93	92	96	120	111	91	98
CC1(C)NC(=S)C(C)(C)N1N=O	105	99&112	93&97	108&120	109&104	124&107	103&100	99&104	105&101
CC(C)N=C([Se])NC(=O)c1ccccc1	1.4*	-3.4*	-34*	-26*	1.7*	-12*	-78*	.	-11*
CNC(=O)Oc1c(C)[nH]ccc1=O	99	120	97	103	99	114	107	105	.
Cc1ccc(-c2nc3c(s2)CC[C@@]2(C)C3=CC[C@@H]3[C@@H]2CC[C@]2(C)C(=O)CC[C@@H]32)cc1	106	104	104	109	105	122	102	98	101
N#Cc1ncc(/N=C/c2ccc(N(CCCl)CCCl)cc2)s1	72	121	-19*	23	51	99	.	58	71
CN[C@]1(c2ccccc2Cl)CCCC[C@@H]1NCCCc1ccccc1	85	93	98	98	92	95	81	97	92
COC1CC(CC2CCC(C)C(C(C)C(=O)O)O2)OC2(OC(C)(C3CCC(C)(C4OC(C5OC(O)(CO)C(C)CC5C)CC4C)O3)CC2C)C1C (configuration not stated)	4.0*	9.4*	22	4.7*	5.7*	-12*	-56*	9.2*	37
COc1ccc(C2CC(=O)Nc3nc(N)[se]c32)cc1 (configuration not stated)	84	.	101	42	94	105	101	112	111
CCOC(=O)CCOc1ccccc1N(CCCl)CCCl	98	106	86	105	103	111	94	101	103
Cc1nc(N)sc1Sc1nc2ccc(Cl)cc2c(=O)n1-c1ccccc1	106	112	95	111	103	127	98	97	111
COc1ccc(CC(C)=O)cc1	104&86	105&97	102&99	110&108	107&94	127&107	83&52	100&87	105&99
CC(C)(O)/C=C/C(=O)[C@](C)(O)[C@H]1[C@H](O)C[C@@]2(C)[C@H]3CC=C4[C@@H](C[C@H](O)C(=O)C4(C)C)[C@]3(C)C(=O)C[C@]12C	14	32	13	16	7.5*	34	-43*	28	25
CCCC(C)COC(N)=O (configuration not stated)	90	99	99	119	110	99	87	99	109
Clc1cccc(N2COOC3(OOC2)C2CC4CC(C2)CC3C4)c1	88	100	96	87	95	111	2.7*	49	44
O=C(CBr)c1ccc(Br)cc1	103	118	106	114	107	109	.	109	108
S=C=Nc1cccc(Cl)c1	91	91	107	101	93	121	87	98	101
CC1CCCN1CCC(C(N)=O)(c1ccccc1)c1ccccc1 (configuration not stated)	96	95	98	115	103	100	103	102	105
c1ccc(N=NNc2ccccc2)cc1	93	91	98	104	107	114	114	93	101
CC(C)c1c(CN(C)C(C)Cc2ccccc2)n(C)n(-c2ccccc2)c1=O (configuration not stated)	53	88	83	80	68	.	.	55	55
C=CC[n+]1ccc(-c2cc[n+](CC=C)cc2)cc1	99	96	99	92	96	9.9*	20	79	111
COC(=O)CCNCCCCCCN1CC1	101	107	108	112	107	125	101	100	.
COc1cc(C2c3ccc(O)cc3Oc3nc(N)c(C#N)c(N)c32)cc(OC)c1OC (configuration not stated)	94	91	98	100	103	107	91	109	107
O=C1NC(=O)C(Cc2ccccc2)C(=O)N1	107&101	107&109	97&104	111&113	106&107	128&114	94&100	105&103	115&108
CC[C@H](C)[C@H](NC(=O)c1nccn1C)C(=O)N(C)[C@H](C[C@@H](OC(C)=O)c1nc(C(=O)N[C@@H](Cc2ccccc2)C[C@H](C)C(=O)OC)cs1)C(C)C	3.3*	44	37	9.8*	11	-13*	-27*	30	16
Cc1ccc(N)c(N)c1	96	107	109	103	103	105	59	101	96
CCN(CC)CCCN1CC2CCCCC2C1 (configuration not stated)	98	96	103	.	108	106	89	102	106
Next section:
SMILES	HCT-116	NCI-H322M	NCI-H226	NCI-H460	HCT-15	COLO 205	NCI-H522	NCI-H23	NCI/ADR-RES
Oc1ccc2c3c1O[C@H]1[C@@H](O)C=CC4(O)C(C2)N(CC2CC2)CCC314 (some centres not stated)	96	98	90	106	105	107	98	98	100
O=[N+]([O-])c1ccc(-c2ccccc2)c([As](=O)(O)O)c1	51	120	86	101	64	86	23	70	86
Nc1ccc(N=Nc2ccc(-c3ccc(N=Nc4c(S(=O)(=O)O)cc5cc(S(=O)(=O)O)c(N=Nc6ccccc6)c(O)c5c4N)cc3)cc2)c(N)c1	103	92	109	108	106	117	88	92	106
[N-]=[N+]=NS(=O)(=O)c1ccccc1[N+](=O)[O-]	98	110	97	107	105	122	97	104	109
C[C@@H]1CC[C@H]2[C@@H](C)C(=O)O[C@@H]3O[C@@]4(C)CC[C@@H]1[C@]32OO4	78	83	91	94	65	95	84	88	88
COc1c(OP2(=S)OCC(C)(C)CO2)cnn(C2CCCCC2)c1=O	96	109	85	113	103	122	.	102	98
CCOC(=O)c1ccc(N(CCOS(C)(=O)=O)CCOS(C)(=O)=O)cc1C	86	101	89	48	89	78	93	85	87
c1ccc(N2CCNCC2)cc1 (tested in a mixture with another compound)	108&112&97&89&97	96&102&142&97	103&104&106&105&112	114&101&104&103&100	89&99&110&105&101	127&122&108&99&105	99&100&91&113&98	104&102&110&103	120&101&107&113&96
Oc1ccc(CCN2CCCCC2)cc1	96	94	102	120	107	97	100	102	107
N#Cc1cccc([N+](=O)[O-])c1	101	118	110	112	102	110	105	95	92

Single records, as listed above:
`O=[N+]([O-])c1ccc(-c2ccccc2)c([As](=O)(O)O)c1` reads HCT-116: 51; NCI-H322M: 120; NCI-H226: 86; NCI-H460: 101; HCT-15: 64; COLO 205: 86; NCI-H522: 23; NCI-H23: 70; NCI/ADR-RES: 86
`COc1c(OP2(=S)OCC(C)(C)CO2)cnn(C2CCCCC2)c1=O` reads HCT-116: 96; NCI-H322M: 109; NCI-H226: 85; NCI-H460: 113; HCT-15: 103; COLO 205: 122; NCI-H522: .; NCI-H23: 102; NCI/ADR-RES: 98

20 successive entries from above, quoted:
SMILES	HCT-116	NCI-H322M	NCI-H226	NCI-H460	HCT-15	COLO 205	NCI-H522	NCI-H23	NCI/ADR-RES
Clc1cccc(N2COOC3(OOC2)C2CC4CC(C2)CC3C4)c1	88	100	96	87	95	111	2.7*	49	44
O=C(CBr)c1ccc(Br)cc1	103	118	106	114	107	109	.	109	108
S=C=Nc1cccc(Cl)c1	91	91	107	101	93	121	87	98	101
CC1CCCN1CCC(C(N)=O)(c1ccccc1)c1ccccc1 (configuration not stated)	96	95	98	115	103	100	103	102	105
c1ccc(N=NNc2ccccc2)cc1	93	91	98	104	107	114	114	93	101
CC(C)c1c(CN(C)C(C)Cc2ccccc2)n(C)n(-c2ccccc2)c1=O (configuration not stated)	53	88	83	80	68	.	.	55	55
C=CC[n+]1ccc(-c2cc[n+](CC=C)cc2)cc1	99	96	99	92	96	9.9*	20	79	111
COC(=O)CCNCCCCCCN1CC1	101	107	108	112	107	125	101	100	.
COc1cc(C2c3ccc(O)cc3Oc3nc(N)c(C#N)c(N)c32)cc(OC)c1OC (configuration not stated)	94	91	98	100	103	107	91	109	107
O=C1NC(=O)C(Cc2ccccc2)C(=O)N1	107&101	107&109	97&104	111&113	106&107	128&114	94&100	105&103	115&108
CC[C@H](C)[C@H](NC(=O)c1nccn1C)C(=O)N(C)[C@H](C[C@@H](OC(C)=O)c1nc(C(=O)N[C@@H](Cc2ccccc2)C[C@H](C)C(=O)OC)cs1)C(C)C	3.3*	44	37	9.8*	11	-13*	-27*	30	16
Cc1ccc(N)c(N)c1	96	107	109	103	103	105	59	101	96
CCN(CC)CCCN1CC2CCCCC2C1 (configuration not stated)	98	96	103	.	108	106	89	102	106
Oc1ccc2c3c1O[C@H]1[C@@H](O)C=CC4(O)C(C2)N(CC2CC2)CCC314 (some centres not stated)	96	98	90	106	105	107	98	98	100
O=[N+]([O-])c1ccc(-c2ccccc2)c([As](=O)(O)O)c1	51	120	86	101	64	86	23	70	86
Nc1ccc(N=Nc2ccc(-c3ccc(N=Nc4c(S(=O)(=O)O)cc5cc(S(=O)(=O)O)c(N=Nc6ccccc6)c(O)c5c4N)cc3)cc2)c(N)c1	103	92	109	108	106	117	88	92	106
[N-]=[N+]=NS(=O)(=O)c1ccccc1[N+](=O)[O-]	98	110	97	107	105	122	97	104	109
C[C@@H]1CC[C@H]2[C@@H](C)C(=O)O[C@@H]3O[C@@]4(C)CC[C@@H]1[C@]32OO4	78	83	91	94	65	95	84	88	88
COc1c(OP2(=S)OCC(C)(C)CO2)cnn(C2CCCCC2)c1=O	96	109	85	113	103	122	.	102	98
CCOC(=O)c1ccc(N(CCOS(C)(=O)=O)CCOS(C)(=O)=O)cc1C	86	101	89	48	89	78	93	85	87

Next section.
SMILES	HCT-116	NCI-H322M	NCI-H226	NCI-H460	HCT-15	COLO 205	NCI-H522	NCI-H23	NCI/ADR-RES
CC(Br)C(=O)C(c1ccccc1)(c1ccccc1)C(C)CN1CCCCCC1 (configuration not stated)	94	99	112	104	107	106	92	100	105
Cc1nn[nH]n1	113	102	94	102	100	114	113	110	112
CC[n+]1c(-c2ccccc2)c2cc(N)ccc2c2ccc(N)cc21	14	26	25	3.6*	89	-28*	-28*	-9.4*	88
Cc1c([N+](=O)[O-])cc(N)cc1[N+](=O)[O-]	100	111	91	103	99	119	95	94	102
Oc1ccc(Cl)cc1	95&100	105&102	93&94	101&108	99&99	104	86&97	99&104	109
CCCCN1CCCC[C@@H]1C(=O)N[C@H](C(=O)N(C)[C@H](C[C@@H](OC(C)=O)c1nc(C(=O)NC2CCC(C(=O)O)CC2)cs1)C(C)C)C(C)C (some centres not stated)	91	105	100	107	100	109	62	107	114
COC(=O)C1C2c3ccccc3C(c3ccccc32)C1(C)C(=O)OC (configuration not stated)	98	113	113	111	98	110	.	99	109
C/C(=C/c1c[nH]c2ccccc12)[N+](=O)[O-]	47	.	97	79	69	71	69	81	89
Cc1ncc([N+](=O)[O-])n1CCOC(N)=O	100	99	91	113	96	161	89	97	107
COc1ccc(C(=O)c2cc(OC)c(OC)c(OC)c2)cc1OC(C)=O	6.2*	42	102	7.9*	13	16	10	31	8.0*
CNC(Cc1ccc(C)cc1)c1ccc(OC)cc1 (configuration not stated)	89	106	100	102	93	85	87	92	98

Screening data deposited in PubChem by NCI.

An excerpt; count on the stated rates, not on these rows.
